Screening data from PubChem BioAssay.
INS-1E GSIS act = GLuc luminescence reporter in INS-1E cells, primary screen for activators of glucose-dependent secretion of insulin; INS-1E GLuc reporter insulin secretion, 2-3 h; activation, % at 16.6 µM; hit rate 0.61% among 370,000;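 active = lowest replicate activation of at least 40%, so every replicate reaches that level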;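 also: 0% = median of neutral control wells and 100% = median of IBMX positive control wells; some compounds called inactive have numbers as strong as hits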
XiGFP reactiv = activators of inactive X chromosome reactivation, primary screen, imaging, XiGFP fibroblasts, GFP high-content imaging, set 2; XiGFP mouse fibroblasts, % GFP-positive cells imaging, 3 d; cells co-treated with 5-aza-dC sensitizer; scaled so ellipticine positive control = 100%; activation, % at 7.58 µM; hit rate 0.055% among 360,000;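 active = mean normalized replicate activation at least 10% and every replicate at or above 10%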;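 also: 0% = median of on-plate neutral control wells and 100% = ellipticine 6 µM median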
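Assay system: SV40-immortalized XiGFP fibroblast cells, line 68-5-11; buffer or medium: DMEM plus 5-aza-dC sensitizer; compound: one concentration, pinned; timing: compounds 3 days, fix/stain 15 min at room temperature; benchmarks: positive control ellipticine, 6 µM final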
CFTR F508del cor = F508del CFTR correction, initial screen, CFBE line, single point; CFBE cells, YFP halide quenching; stimulated with forskolin plus potentiator P3; % fluorescence drop versus neutral controls; activity (quench increase), % at 7.58 µM; hit rate 0.36% among 350,000; AID 720511, 2013;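 active = mean added fluorescence quench of at least 8% versus neutral control, with both replicates also reaching 8%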;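 also: cells transiently co-express mutant CFTR-F508del with the halide-sensitive YFP; corrector assay measuring rescue of mutant channel to the surface after 24 h compound exposure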
ERAP1 HTS inh = human ERAP1 aminopeptidase inhibitors, primary screen, biochemical, single point, plate reader | Endoplasmic reticulum aminopeptidase 1 (Homo sapiens), Q9NZ08 | recombinant ERAP1, Leu-AMC fluorescence, 60 min | inhibition, % at 10.7 µM | hit rate 0.15% among 340,000 | AID 652197, 2013;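 active = mean replicate inhibition of at least 30%, or all replicates individually reaching that 30% level; inactive = mean below 30% and not every replicate reaching it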;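 also: 0% = neutral control wells and 100% = L-leucinethiol positive control wells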
RAD54 inh = inhibitors of human RAD54 branch migration, primary screen, biochemical, fluorescence, single point; DNA repair and recombination protein RAD54-like (Homo sapiens), Q92698; AID 602329, 2012; inhibition, % at 10.4 µM; RAD54 Holliday junction branch migration, FAM/BHQ fluorescence; hit rate 0.14% among 360,000;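 active = mean normalized replicate activity at least 40 and at least half of replicates scoring 40 or more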;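 also: 0% = median of neutral control wells and 100% = median of positive control wells; inhibitors cause a drop in the FAM fluorescence signal; in these data hits start at about 50%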
esBAF inh = Bmi1 luciferase reporter increase in mESCs, primary screen, esBAF inhibitor project, mouse ES cells, Bmi1 luciferase knock-in, single point; 24 h; 100% = twice the neutral-well signal; reporter increase, % at 12.5 µM; hit rate 2% among 350,000; AID 602393, 2012; in the data active = activation above about 40%;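 also: 0% = median of the plate's neutral control wells and 100% = double that signal; a rise in the Bmi1 reporter signal indicates esBAF inhibition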
RAD52 inh = RAD52 DNA annealing inhibitors, primary screen, biochemical, FRET, single point, set 2 | hit rate 0.46% among 360,000 | recombinant RAD52 DNA annealing, FRET fluorescence | inhibition, % at 18.7 µM | AID 651710, 2012 | DNA repair protein RAD52 homolog (Homo sapiens), P43351;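 active = every replicate showing at least 50% inhibition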
Target sequence (P43351 whole entry, looked up): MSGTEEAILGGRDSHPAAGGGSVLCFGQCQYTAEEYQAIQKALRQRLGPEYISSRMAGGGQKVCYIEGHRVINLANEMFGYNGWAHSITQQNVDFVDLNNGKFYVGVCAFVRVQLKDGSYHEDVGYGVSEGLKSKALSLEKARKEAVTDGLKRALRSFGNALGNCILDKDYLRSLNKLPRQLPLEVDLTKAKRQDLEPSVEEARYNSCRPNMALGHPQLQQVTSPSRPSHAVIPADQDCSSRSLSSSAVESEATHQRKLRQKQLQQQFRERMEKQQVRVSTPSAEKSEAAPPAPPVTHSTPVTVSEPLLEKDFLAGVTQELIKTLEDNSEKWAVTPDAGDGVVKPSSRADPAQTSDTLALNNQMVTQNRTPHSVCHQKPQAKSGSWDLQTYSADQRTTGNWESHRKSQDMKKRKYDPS
ARNT TACC3 PPI = disruptors of ARNT/TACC3 protein interaction, primary screen, biochemical, AlphaScreen, single concentration | Transforming acidic coiled-coil-containing protein 3 (Homo sapiens), Q9Y6A5 | AlphaScreen His-ARNT PAS-B/GST-TACC3 binding, luminescence; TACC3 fragment carries E629A point mutation | inhibition, % at 9.99 µM | hit rate 0.66% among 390,000 | AID 623870, 2012;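 active = mean inhibition of replicates at least 50% and at least half of replicates each reaching 50%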;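 also: 0% = complete ARNT plus TACC3 wells and 100% = ARNT alone without TACC3; many hits fall short of the cut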
The depositor's hits bear a star; x = no result given.

SMILES	INS-1E GSIS act	XiGFP reactiv	CFTR F508del cor	ERAP1 HTS inh	RAD54 inh	esBAF inh	RAD52 inh	ARNT TACC3 PPI
Cc1cccc(CN2C(=O)[C@@H]3Cc4c([nH]c5ccccc45)C(C)(C)N3C2=O)c1	-43	0.0	-1.7	-3	7	14	-21	-2
Cc1ccc(N(CC(=O)NC(C)C)C(=O)CCC(=O)Nc2ccccn2)cc1	4	0.0	0.3	0	-2	-8	-2	1
Cc1ccc2nc(C)cc(C(=O)Nc3nccs3)c2c1	-10	0.3	0.6	0	-2	4	-23	0
N#Cc1ccc(CSc2ncccn2)cc1	10	0.0	0.7	0	-4	18	-19	7
O=C(CN1C(=O)NC(c2ccccc2)(c2ccccc2)C1=O)NCCNCCO	-11	0.0	-2.0	-2	4	7	0	-1
COc1ccc2oc(C(=O)N(CC(C)C)C3CCS(=O)(=O)C3)c(C)c2c1 (centres undefined)	18	0.1	0.1	-6	6	2	-10	13
COc1cc(C(=O)N[C@@H](Cc2c[nH]c3ccccc23)C(=O)O)cc(OC)c1OC	20	0.1	1.7	-1	-6	-4	-15	-27
Cc1ccc(Nc2ncccc2C(N)=O)cc1[N+](=O)[O-]	11	0.0	x	6	x	x	-17	x
COc1ccc(C2(CNC(=O)c3ccccc3[N+](=O)[O-])CCOCC2)cc1	1	0.0	1.5	2	3	-2	-7	1
CC(C)NC(=S)N/N=C/c1sc(N2CCCCC2)nc1-c1cccs1	12	0.2	x	0	-7	67*	-96	9
COC(=O)c1nc(NC(=O)C(C)C)n[nH]1	10	x	-1.0	11	-1	-1	-13	38
C[C@@H]1CN([C@H](C)CO)C(=O)Cc2cc(NC(=O)C3CCCCC3)ccc2O[C@H]1CN(C)S(=O)(=O)c1ccc(F)cc1	2	0.2	0.9	2	-16	1	9	-20
C[C@@H]1CN([C@@H](C)CO)C(=O)Cc2cc(N(C)C)ccc2O[C@H]1CN(C)CC1CCCCC1	x	x	1.5	-6	7	-1	9	6
Cc1nnnn1-c1ccc(CC(=O)O)cc1	-5	0.4	-4.0	-2	x	0	-6	-7
CCC(=O)c1ccc(OCC(=O)Nc2ccccc2N2CCCCC2)cc1	-6	0.0	-0.2	0	9	-2	-10	1
O=C(O)C1CCC(CNCc2ccccc2Cl)CC1 (centres undefined)	1	0.1	x	-4	x	x	-4	x
C[C@@H]1CN([C@@H](C)CO)C(=O)c2ccccc2-c2ccccc2CO[C@@H]1CN(C)Cc1ccc(C(=O)O)cc1	3	-1.0	-2.9	2	-4	-3	18	-2
CCCNC(=O)[C@@H]1[C@@H](CO)[C@@H]2Cn3c(ccc(-c4ccccc4F)c3=O)[C@@H]2N1CC1CC1	-8	0.6	x	-4	-13	0	12	-3
Cc1ccc(C)c(S(=O)(=O)N2CCN(C(=O)CCC(=O)NCc3ccc(Cl)cc3Cl)CC2)c1	-61	0.6	1.4	-1	-7	-5	-7	9
Cc1cc(=O)n(C(C)(C)C)c(=O)n1Cc1ccccc1	0	0.3	0.0	5	-1	1	-7	1
COc1cc(C(=O)Nc2sc3c(c2C(=O)O)CCC(C)C3)cc(OC)c1OC (centres undefined)	3	0.3	2.2	3	0	7	-10	-3
Cc1nn(-c2ccccc2)nc1C(=O)NN	-3	0.2	0.8	-5	-7	4	-19	2
O=C(CN1CCN(c2ccccn2)CC1)Nc1cccc(Cl)c1Cl	-14	0.0	0.3	0	-3	0	-4	-5
C[C@H]1COC(=O)[C@H](CC(=O)OC(C)(C)C)C/C=C\C[C@@H](CC(=O)NCCO)C(=O)N1	16	-0.1	-1.1	-4	7	-4	-11	6
CC(=O)NC1C(Oc2ccccc2C)OC2COC(c3ccco3)OC2C1O (centres undefined)	-2	0.1	-1.7	-7	1	x	-17	-2

Whole records as entered above. Order of values: INS-1E GSIS act	XiGFP reactiv	CFTR F508del cor	ERAP1 HTS inh	RAD54 inh	esBAF inh	RAD52 inh	ARNT TACC3 PPI
`COc1ccc2oc(C(=O)N(CC(C)C)C3CCS(=O)(=O)C3)c(C)c2c1` (centres undefined) in the list: 18	0.1	0.1	-6	6	2	-10	13
`Cc1nnnn1-c1ccc(CC(=O)O)cc1` in the list: -5	0.4	-4.0	-2	x	0	-6	-7
`C[C@@H]1CN([C@@H](C)CO)C(=O)c2ccccc2-c2ccccc2CO[C@@H]1CN(C)Cc1ccc(C(=O)O)cc1` in the list: 3	-1.0	-2.9	2	-4	-3	18	-2
`Cc1nn(-c2ccccc2)nc1C(=O)NN` in the list: -3	0.2	0.8	-5	-7	4	-19	2

Looked up above.
In XiGFP reactiv, O=C(O)C1CCC(CNCc2ccccc2Cl)CC1 (centres undefined) has the entry 0.1
In XiGFP reactiv, CCC(=O)c1ccc(OCC(=O)Nc2ccccc2N2CCCCC2)cc1 has the entry 0.0
In XiGFP reactiv, O=C(CN1CCN(c2ccccn2)CC1)Nc1cccc(Cl)c1Cl has the entry 0.0

Other compounds follow.
SMILES	INS-1E GSIS act	XiGFP reactiv	CFTR F508del cor	ERAP1 HTS inh	RAD54 inh	esBAF inh	RAD52 inh	ARNT TACC3 PPI
COCC(=O)Nc1ccc2c(c1)C(=O)N(C)[C@@H]1CC[C@H](CC(=O)NCC3CCCCC3)O[C@H]1CO2	1	0.3	-4.9	-4	-3	3	-12	0
CCOc1ccc(C(=O)NCC(=O)OC2CCOC2=O)cc1OCC (centres undefined)	37	x	x	x	-2	-8	x	-11
C=CCNC(=O)/C(C#N)=C/c1c(N2CCN(c3cccc(Cl)c3)CC2)nc2c(C)cccn2c1=O	30	0.1	-1.6	-9	4	-3	-22	-4
C[C@@H]1CCCCO[C@H](CN(C)S(=O)(=O)c2ccccc2)[C@@H](C)CN([C@H](C)CO)C(=O)c2cc(NC(=O)CCCCCC(=O)Nc3ccccc3N)ccc2O1	-5	-0.1	2.4	0	x	x	-18	x
COc1cc(C2C3=C(CC(C)(C)CC3=O)OC3=C2C(=O)CC(C)(C)C3)cc([N+](=O)[O-])c1O	-1	0.0	-0.7	2	x	x	-8	0
O=C(N/N=C/c1ccc(O)cc1)c1ccc(NC(=O)c2ccccc2Br)cc1	7	x	x	x	9	14	x	8
Cn1cc(CN2CCCC(C(=O)c3nccn3C)C2)c(-c2cccc(Cl)c2)n1 (centres undefined)	8	0.0	-3.1	-1	-4	0	-14	24
CC(C)CCCN1C(Nc2ccccc2)=NC[C@@H]1CC(C)C	-37	0.0	-1.3	-1	4	3	-5	-1
COC(=O)/C(C#N)=C/c1ccc(N2CCOCC2)c([N+](=O)[O-])c1	x	0.1	-0.7	x	-8	-8	-11	-4
Cc1ccccc1OCC(=O)OCC(=O)Nc1ccc(N2CCOCC2)cc1	0	0.0	-1.5	3	6	x	-22	-8
Nc1ncnc2c1ncn2[C@@H]1O[C@H](CCC(=O)NCc2ccccc2)[C@@H](O)[C@H]1O	11	-0.1	1.7	-4	4	-3	-1	x
Cc1nc(NC(=O)c2ccc(Cl)cc2)sc1Cc1ccc2c(c1)OCO2	4	0.2	x	x	-5	6	x	x
Nc1cc(=O)[nH]c(SCC(=O)Nc2cccc(Cl)c2Cl)n1	-14	0.0	1.8	-3	x	x	-9	-1
CN(C(=O)COC(=O)c1cccc(S(=O)(=O)N2CCCCC2)c1)C1CCS(=O)(=O)C1 (centres undefined)	31	0.2	-3.4	-1	x	x	-8	-4
CN1CCN(C(=O)CSc2nc3c(c(=O)n(C)c(=O)n3C)n2C)CC1	18	0.1	0.0	-4	-3	-6	1	-4
O=C(CSCC(=O)NN=Cc1ccccc1O)NN=Cc1ccccc1O	-14	0.1	-0.6	3	x	18	-16	x
COc1ccc(OC)c(COC(=O)c2cccc(S(=O)(=O)N3CCCCC3)c2)c1	-9	0.0	2.2	4	1	9	1	2
O=C(C[C@H]1CC[C@@H]2[C@H](COC[C@H](O)CN2S(=O)(=O)c2ccc(Cl)cc2)O1)N[C@@H]1CCN(Cc2ccccc2)C1	-5	-0.1	3.0	-3	-1	-4	17	6
CC(C)CCNC(=O)C1CCC(CNc2c(N3CCCC3)c(=O)c2=O)CC1 (centres undefined)	15	-0.1	0.6	-3	x	x	-5	-3
O=C(COc1ccccc1[N+](=O)[O-])Nc1ccc(N2CCN(C(=O)c3cccs3)CC2)cc1	0	0.0	3.4	-2	x	x	-18	-3
Cc1c(NS(=O)(=O)c2cc(C(=O)NCc3cccnc3)cc(Cl)c2Cl)c(=O)n(-c2ccccc2)n1C	-4	0.0	0.8	-2	3	2	-9	-7
O=C(C[C@H]1CC[C@@H]2[C@H](COC[C@@H](O)CN2C(=O)Nc2ccc(F)cc2)O1)NCCCN1CCOCC1	7	0.0	0.3	1	-5	-1	21	-5
CCC(=O)Nc1ccc(/C(C)=N/NC(=O)c2c(Br)c(C)nn2C)cc1	-2	0.0	x	2	2	x	-24	x
COc1ccc(N2CCN(C(=O)[C@@H]3CCCN3C3=NS(=O)(=O)c4ccccc43)CC2)cc1	x	0.2	2.4	0	5	2	-15	0
Cc1ccc(C(=O)NCC(=O)OCCOc2cccc(Cl)c2)cc1	-5	2.5	0.4	2	x	x	-15	0

3 compounds already listed, arranged by the number in CFTR F508del cor, ascending:
canonical_smiles | INS-1E GSIS act | CFTR F508del cor | ERAP1 HTS inh | esBAF inh | RAD52 inh | ARNT TACC3 PPI
C=CCNC(=O)/C(C#N)=C/c1c(N2CCN(c3cccc(Cl)c3)CC2)nc2c(C)cccn2c1=O | 30 | -1.6 | -9 | -3 | -22 | -4
Cc1ccc(C(=O)NCC(=O)OCCOc2cccc(Cl)c2)cc1 | -5 | 0.4 | 2 | x | -15 | 0
COc1cc(C(=O)Nc2sc3c(c2C(=O)O)CCC(C)C3)cc(OC)c1OC (centres undefined) | 3 | 2.2 | 3 | 7 | -10 | -3

(listing goes on)
SMILES	INS-1E GSIS act	XiGFP reactiv	CFTR F508del cor	ERAP1 HTS inh	RAD54 inh	esBAF inh	RAD52 inh	ARNT TACC3 PPI
CO[C@@H]1CN(C)C(=O)c2ccc(NC(=O)C3CCCCC3)cc2OC[C@H](C)N(C)C[C@@H]1C	12	0.1	1.0	0	6	0	8	-9
CCOc1ccc(OCCCC(=O)Nc2nc3ccccc3[nH]2)cc1	-2	0.0	-2.1	3	6	-8	-4	3
O=C(Nc1ccc(C(F)(F)F)cc1)N[C@@H]1C=C[C@H](CC(=O)N2CCCCC2)O[C@@H]1CO	5	0.1	-3.2	-2	x	x	0	x
CO[C@H]1CN(C)C(=O)c2ccc(NS(=O)(=O)c3ccc(Cl)cc3)cc2OC[C@H](C)N(C(=O)NC(C)C)C[C@@H]1C	-16	0.2	-2.7	-2	-7	1	5	-10
Cc1ccc2c(c1)c1c(n2CC(O)CNC(C)(C)C)CCCC1 (centres undefined)	-9	0.5	1.9	-6	12	-45	52*	28
Cc1ccc(S(=O)(=O)Nc2cccc(CP(=O)(c3ccccc3)c3ccccc3)c2)cc1	-23	0.1	-2.3	x	x	x	-10	-4

Structures listed above marked active in RAD52 inh:
compound | INS-1E GSIS act | CFTR F508del cor | ERAP1 HTS inh | esBAF inh | RAD52 inh | ARNT TACC3 PPI
Cc1ccc2c(c1)c1c(n2CC(O)CNC(C)(C)C)CCCC1 (centres undefined) | -9 | 1.9 | -6 | -45 | 52* | 28
